PrPC TRFRET = reduces human prion protein on the cell surface; P04156; cell surface PrPC, TR-FRET read-out; inhibition, % at 13.8 µM; 370,000 compounds, 0.43% hits; AID 720596; in the data active means inhibition above about 24%; further: 0% = median of the test wells and 100% = reference compound wells
Mtb FBA inh = inhibits M. tuberculosis FBA enzyme; P9WQA3; purified M. tuberculosis FBA, fluorescence read-out; inhibition, % at 1 µM; 360,000 compounds, 2.3% hits; in the data active means inhibition above about 27%;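 further: 0% = vehicle and 100% = reference inhibitor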
Target sequence (P9WQA3 whole entry, looked up): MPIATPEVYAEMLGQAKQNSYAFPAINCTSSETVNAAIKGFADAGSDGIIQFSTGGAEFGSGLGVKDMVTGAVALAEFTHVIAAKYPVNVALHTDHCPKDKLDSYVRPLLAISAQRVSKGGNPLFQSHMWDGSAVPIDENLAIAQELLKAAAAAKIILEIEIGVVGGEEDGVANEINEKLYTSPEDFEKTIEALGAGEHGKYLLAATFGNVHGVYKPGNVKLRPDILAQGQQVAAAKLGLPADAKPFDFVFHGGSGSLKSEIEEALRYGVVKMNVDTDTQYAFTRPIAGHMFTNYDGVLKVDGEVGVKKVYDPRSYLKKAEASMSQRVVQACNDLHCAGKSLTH
BioA inh = inhibitors of Mycobacterium tuberculosis BioA enzyme; purified M. tuberculosis BioA enzyme, plate reader; inhibition, % at 9.99 µM; 360,000 compounds, 0.096% hits; AID 602481; in the data active means inhibition above about 40%; inconclusive means no clear call, values can overlap the other calls
FadD28 FP inh = blocks FadD28 binding to the bisubstrate probe. fluorescence polarization. inhibition, % at 12.5 µM. 360,000 compounds, 0.22% hits; in the data active means inhibition above about 8.5%, passing the limit was not always enough; inconclusive means no clear call, values can overlap the other calls
CCHFV vOTU inh = CCHFV vOTU protease inhibition; 370,000 compounds, 0.55% hits; inhibition, % at 11.5 µM; AID 651958; Pep-AMC fluorescence; further: 0% = vehicle wells with enzyme and 100% = no enzyme wells
BoNT A protease = BoNT A light chain protease inhibition; multiplex microsphere protease substrate cleavage, flow cytometry; inhibition, % at 10 µM; 360,000 compounds, 0.17% hits; AID 588499; in the data active means inhibition above about 30%; inconclusive means no clear call, values can overlap the other calls; further: plate controls were buffer without enzyme for full effect and enzyme alone for no effect
BoNT F protease = inhibitors of Botulinum neurotoxin F light chain protease; Multiplex microsphere protease cleavage assay, flow cytometry; inhibition, % at 10 µM; 360,000 compounds, 0.22% hits; in the data active means inhibition above about 35%, passing the limit was not always enough; inconclusive means no clear call, values can overlap the other calls; further: plate controls were buffer without enzyme for full effect and enzyme alone for no effect
GDH-TPI inh = counter-screen for M. tuberculosis FBA inhibitors: GDH-TPI coupled enzymes; GDH-TPI coupled enzyme counterscreen, NADH absorbance; inhibition, % at 4.8 µM; 360,000 compounds, 1.2% hits; AID 588335;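 further: 0% = DMSO wells and 100% = wells lacking the enzyme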
UGM FP inh = Mtb UDP-galactopyranose mutase inhibition | P9WIQ1 | purified UGM, fluorescence polarization probe displacement | inhibition, % at 10 µM | 320,000 compounds, 0.06% hits | AID 504406; in the data active means inhibition above about 10%, passing the limit was not always enough; inconclusive means no clear call, values can overlap the other calls
Target sequence (P9WIQ1 whole entry, looked up): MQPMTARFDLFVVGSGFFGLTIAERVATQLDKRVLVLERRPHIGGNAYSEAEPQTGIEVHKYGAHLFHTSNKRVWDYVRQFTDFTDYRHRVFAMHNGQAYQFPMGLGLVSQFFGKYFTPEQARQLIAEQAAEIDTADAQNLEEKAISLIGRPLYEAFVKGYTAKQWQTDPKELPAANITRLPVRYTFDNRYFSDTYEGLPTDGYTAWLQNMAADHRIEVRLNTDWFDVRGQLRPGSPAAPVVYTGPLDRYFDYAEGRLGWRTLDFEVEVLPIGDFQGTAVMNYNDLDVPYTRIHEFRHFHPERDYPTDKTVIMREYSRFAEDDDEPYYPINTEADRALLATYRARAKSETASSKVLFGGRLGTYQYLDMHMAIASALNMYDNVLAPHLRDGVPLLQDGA
* marks the source's active call; other numbers are inactive results; ? = inconclusive; . = no result given. Unless noted, no stated cut-off is given here; in the data, active means inhibition above about 30%; inactive means the rest. Outcome played no part in choosing rows; about 4.8% have a hit in one of these screens.

Order of results: FadD28 FP inh	PrPC TRFRET	BioA inh	Mtb FBA inh	GDH-TPI inh	CCHFV vOTU inh	UGM FP inh	BoNT F protease	BoNT A protease
> CCOC(=O)c1cccc(NC(=O)Cn2cnc3c2c(=O)n(C)c(=O)n3C)c1
 : -3.8	5	3.2	-1	-6	-4	1.5	-3	?
> CCOC(=O)/C(=C\c1ccccc1)NC(=O)c1ccccc1
 : -1.4	-10	.	2	6	7	-2.5	?	?
> O=C(COc1ccc(CNC[C@H]2O[C@@H](n3ccc(=O)[nH]c3=O)[C@H](O)[C@@H]2O)cc1)Nc1nccs1
 : 0.4	5	0.3	5	.	-5	.	-2	-0.7
> CCCC(=O)Nc1ccc2c(c1)nc(CN1CCN(C(C)=O)CC1)n2C
 : -3.4	3	-1.0	2	-2	4	.	-3	-0.4
> COc1ccc(C(=O)NCCCNC(=O)c2cnccn2)cc1Br
 : -2.9	0	4.7	-2	-4	-13	-0.3	-9	-0.1
> CCOC(=O)c1ccc(NC(=S)NCCC2=CCCCC2)cc1
 : -1.1	2	0.2	1	-4	-4	0.4	-6	-1.1
> COc1ccc(/C=N/NC(=O)c2ccccc2O)cc1CSc1ccccn1
 : -1.1	2	.	4	13	-14	1.3	-12	-1.7
> O=C1N(c2ccccc2)C2CS(=O)(=O)CC2N1c1ccc(Br)cc1 (stereo not drawn)
 : -6.1	-4	2.6	-3	7	8	-1.5	-3	-0.5
> CC(C)C(C)NC(=O)CN1C(=O)NC2(CCCCCC2)C1=O (stereo not drawn)
 : -3.7	1	.	-6	-3	-15	1.9	-6	-0.1
> CN(C)C(=O)/C(=C/c1ccc(-c2cccc([N+](=O)[O-])c2)o1)NC(=O)c1ccccc1
 : -4.1	-19	-0.8	-3	53*	0	-0.4	8	-2.5
> Cc1cc([N+](=O)[O-])cc2c1NC(=O)C2(O)N1CCCC(C)C1 (stereo not drawn)
 : -0.9	-13	.	1	14	1	-3.7	?	-11
> CCN(CC)CCCNC(=O)CNC(=O)c1nn(-c2ccc(OC)cc2)c(=O)c2ccccc12
 : -2.6	-8	.	1	-4	-13	0.5	-3	0.0
> COc1cc2cc(CN(CCc3ccccc3C)C(=S)NCCCN(C)C)c(=O)[nH]c2cc1OC
 : -3.0	-3	.	17	12	-26	-0.5	0	0.8
> Cc1cc(C)c2c(-n3cccc3)c(C(=O)NNS(=O)(=O)c3ccccc3)sc2n1
 : 1.4	-4	.	1	18	0	1.8	-8	-1.4
> Nc1cc(C(=O)N/N=C/c2cccc([N+](=O)[O-])c2)n[nH]c1=O
 : -2.2	-29	-4.6	-1	21	-6	4.5	1	0.1
> OCC(CO)(CO)NC(=S)Nc1cc(Cl)cc(Cl)c1
 : -2.3	12	.	6	4	1	-3.9	?	1.8
> CC(=O)N1CCN(c2ccc(NCc3cccc4ccccc34)cc2)CC1
 : -2.0	-8	-1.4	1	3	-7	-0.5	-38	-2.2
> COc1ncccc1-c1nnn(-c2ccc(Cl)c(Cl)c2)n1
 : -0.8	0	-1.8	1	4	-7	0.9	-16	-0.7
> CC1CCCN(C(=O)c2cc3c(-c4ccc(Cl)cc4)nn(C)c3s2)C1 (stereo not drawn)
 : 2.6	5	-2.1	3	7	-5	-0.1	6	0.2
> CC(C)CC(=O)Nc1ccccc1N1CCCC1
 : -2.7	0	.	1	-4	-11	1.0	-4	0.0
> O=C(O)/C=C/C(=O)N1CCN(C(=O)/C=C/C(=O)O)CC1
 : -1.6	7	0.3	2	9	-17	1.4	-2	0.1
> COc1ccccc1CC(=O)Nc1ccc2c(c1)CCC2
 : -1.7	0	.	1	2	-14	-1.0	-1	-0.5
> CCC(=O)N1CCc2cc(S(=O)(=O)N3CCc4ccccc43)ccc21
 : 0.4	7	-2.0	1	-2	-6	-1.9	16	0.6
> COC(=O)c1cc(=O)n(Cc2ccc(OC)c(OC)c2)c(=Nc2ccc(F)cc2)s1
 : -1.9	8	-0.1	-1	3	0	0.8	-1	-0.4
> O=C(c1cc(-c2ccc(F)cc2)nc2ccccc12)N1CCC1
 : -0.2	-2	.	9	9	-7	2.9	-8	0.6
> CC1CCCC(C)N1/N=C/c1ccccc1F (stereo not drawn)
 : 8.0	-6	2.0	8	-5	0	0.1	28	-0.6
> COc1cc(C(C)=O)ccc1OCC(O)CN1CCN(c2ccccc2)CC1 (stereo not drawn)
 : -0.4	1	0.2	2	2	6	-2.6	-34	-0.8
> O=C(CNC(=O)c1ccco1)OCN1C(=O)c2ccccc2C1=O
 : -0.9	-3	0.2	-1	-5	20	-0.5	-5	0.4
> CN(C)CCN(C)C1CN(Cc2ccc([N+](=O)[O-])cc2)S(=O)(=O)C1 (stereo not drawn)
 : -0.6	-8	0.7	-2	3	2	.	-1	0.1
> CCS(=O)(=O)c1ccc2oc(SCC(=O)NCCc3ccc(OC)cc3)nc2c1
 : -3.0	-4	.	2	-5	12	0.5	1	-0.5
> O=C(Cn1nc(Cc2cccnc2)c2ccccc2c1=O)Nc1ccccc1F
 : -1.6	4	1.4	-1	-16	6	-0.2	-1	-0.2
> N/C(CN1CCCCC1)=N\S(=O)(=O)c1cc(Cl)cc(Cl)c1
 : -0.8	3	.	2	6	-11	1.8	2	-1.6
> N#CCc1c[nH]c2ccc([N+](=O)[O-])cc12
 : -3.9	-2	0.7	-4	15	-7	.	-4	-0.3
> O=C(/C=C/c1ccc(F)cc1)NCCc1ccc2c(c1)OCCO2
 : -2.5	-3	0.5	-2	4	-13	.	0	-0.7
> O=C(N/N=C/c1cccc(F)c1)c1cc(-c2ccco2)nc2ccccc12
 : -9.1	-2	-0.6	23	16	-27	-1.0	3	0.6
> CCOc1cc(CNCc2cc(OC)cc(OC)c2)ccc1OC
 : -1.5	2	0.4	-3	-13	-16	1.6	-33	-1.7
> COc1ccc([N+](=O)[O-])cc1Nc1c2ccccc2nc2ccccc12
 : -1.5	4	0.6	8	15	0	-0.4	12	3.7
> CCOC(=O)c1cccc(NC(=O)C2CCN(S(=O)(=O)c3cnc[nH]3)CC2)c1
 : 0.3	1	-0.5	0	-1	-1	-1.3	-11	-0.2
> Cc1ccc(S(=O)(=O)CC(O)COc2ccc(F)cc2Cl)c(C)c1 (stereo not drawn)
 : -3.0	0	.	-1	1	12	-1.0	-3	-0.2
> Cc1cc(C)nc(SCCN2CCOCC2)n1
 : -1.2	-4	-0.7	-2	-2	-12	0.3	3	0.4
> CS(=O)(=O)c1ccc(C2=C(CNC(=O)c3nccs3)[C@H]3CC[C@@H](C2)N3Cc2ccco2)cc1
 : -3.5	-3	-1.1	-2	0	-4	.	1	-0.3
> O=C1c2cc(O)c(O)cc2S(=O)(=O)C1c1ccccc1 (stereo not drawn)
 : -3.6	-4	-4.9	1	6	19	-0.3	9	0.1
> CCC(C)NC(=O)CNC(=S)N(CCCN1CCOCC1)Cc1cccs1 (stereo not drawn)
 : -1.7	-3	0.7	1	1	6	2.9	2	0.3
> CCCCc1c(C)nc(N)[nH]c1=O
 : -1.6	-5	0.1	-2	-14	1	-1.9	-9	0.4
> CCN(CC)C(=O)/C(=C/c1ccc2c(c1)OCO2)NC(=O)c1ccc(Br)cc1
 : -1.8	-3	.	-1	10	21	0.2	1	0.1
> CC(Oc1ccc(C(=O)c2ccc(F)cc2)cc1)C(=O)N1CCOCC1 (stereo not drawn)
 : -1.4	7	-0.6	-4	2	6	4.8	-12	-2.3
> Oc1ccc(Cl)cc1N=Cc1sc2ccccc2c1Cl
 : 1.2	5	.	-1	6	13	0.4	-2	-0.8
> CCOC(=O)C(=NCCOC)NNc1cc(Cl)ccc1Cl
 : -4.6	2	.	-7	9	-4	3.5	-1	-0.9
> COC(=O)c1ccc(CN2CCC(CO)(Cc3cccc(OC)c3)CC2)cc1
 : -0.5	-6	.	6	-2	2	0.1	0	0.5
> c1ccc(C2=NNC(=NC3CC3)SC2)cc1
 : -1.5	-7	-1.0	0	3	-2	0.8	3	0.6
> [O-]/[N+](=C/c1ccc(F)cc1)c1ccc(Cl)cc1
 : -1.3	.	-0.4	1	2	.	3.8	-1	-0.4
> COC(C[C@@H]1O[C@@H]1[C@H](O)[C@H](C)OCc1ccccc1)OC
 : -0.5	3	-1.4	2	0	-10	.	-2	-0.2
> O=C1N(C2CCCC2)C[C@@H]2C[C@@H](c3cccn3-c3ccccn3)N3CCC[C@@]123
 : -3.5	-3	.	-3	-1	6	-3.8	6	0.8
> O=C(O)c1ccccc1C(=O)c1ccc(Br)s1
 : -2.4	-2	-1.4	-1	-5	-6	-1.5	-8	-0.9
> Nc1c(C(=O)NCCCc2ccccc2)c2nc3ccccc3nc2n1Cc1cccs1
 : -11	6	0.8	5	0	109*	0.9	7	18
> O=C(Nc1ccc2nsnc2c1)NC1CCCCC1
 : -4.0	-43	0.7	24	22	-6	-1.6	-2	2.6
> O=C(NCCN1C(=O)S/C(=C\c2cccnc2)C1=O)C1=NN(c2ccccc2)C(=O)CC1
 : -3.5	11	.	-1	9	2	-1.3	3	1.0
> COc1c(/C=N/Nc2ccc(C(=O)O)cc2)c(CCN(C)C(C)=O)cc2c1OCO2
 : 0.1	4	.	-2	37*	7	0.4	4	-1.1
> CCN1CCN(S(=O)(=O)c2ccc(Cl)c(C(=O)NCc3ccco3)c2)CC1
 : -2.1	-1	.	7	2	1	1.8	.	.
> O=C(COc1ccc2c(-c3ccccc3)cc(=O)oc2c1)NCC1CCC(C(=O)O)CC1 (stereo not drawn)
 : -3.2	-16	0.1	-1	19	4	-0.9	4	-1.0

An excerpt from the list above:
Order of results: FadD28 FP inh	PrPC TRFRET	BioA inh	Mtb FBA inh	GDH-TPI inh	CCHFV vOTU inh	UGM FP inh	BoNT F protease	BoNT A protease
> CC(Oc1ccc(C(=O)c2ccc(F)cc2)cc1)C(=O)N1CCOCC1 (stereo not drawn)
 : -1.4	7	-0.6	-4	2	6	4.8	-12	-2.3
> Oc1ccc(Cl)cc1N=Cc1sc2ccccc2c1Cl
 : 1.2	5	.	-1	6	13	0.4	-2	-0.8
> CCOC(=O)C(=NCCOC)NNc1cc(Cl)ccc1Cl
 : -4.6	2	.	-7	9	-4	3.5	-1	-0.9
> COC(=O)c1ccc(CN2CCC(CO)(Cc3cccc(OC)c3)CC2)cc1
 : -0.5	-6	.	6	-2	2	0.1	0	0.5
> c1ccc(C2=NNC(=NC3CC3)SC2)cc1
 : -1.5	-7	-1.0	0	3	-2	0.8	3	0.6
> [O-]/[N+](=C/c1ccc(F)cc1)c1ccc(Cl)cc1
 : -1.3	.	-0.4	1	2	.	3.8	-1	-0.4
> COC(C[C@@H]1O[C@@H]1[C@H](O)[C@H](C)OCc1ccccc1)OC
 : -0.5	3	-1.4	2	0	-10	.	-2	-0.2
> O=C1N(C2CCCC2)C[C@@H]2C[C@@H](c3cccn3-c3ccccn3)N3CCC[C@@]123
 : -3.5	-3	.	-3	-1	6	-3.8	6	0.8
> O=C(O)c1ccccc1C(=O)c1ccc(Br)s1
 : -2.4	-2	-1.4	-1	-5	-6	-1.5	-8	-0.9

Later entries
Order of results: FadD28 FP inh	PrPC TRFRET	BioA inh	Mtb FBA inh	GDH-TPI inh	CCHFV vOTU inh	UGM FP inh	BoNT F protease	BoNT A protease
> Cc1cc(C)n(C(=O)C(C(=O)c2ccccc2)C(C)C)n1 (stereo not drawn)
 : -3.2	1	.	1	-6	0	-2.2	-4	-0.3
> NC1C2CN3CCN(C2)CC1(c1ccccc1)C3 (stereo not drawn)
 : -2.3	0	-1.1	-1	-11	0	2.9	0	0.1
> Cc1cc(NC(=O)c2cnn3cccnc23)no1
 : -0.5	0	4.4	1	9	4	-1.9	3	1.1
> Cc1nn(Cc2c(F)c(F)c(F)c(F)c2F)c(C)c1NC(=O)c1ccc(COc2cc(Cl)ccc2Cl)cc1
 : -1.7	-1	-0.8	-1	-1	-4	1.5	4	0.9
